Screening data: PubChem, National Center for Advancing Translational Sciences (NCATS)
GoLoco inh red: qHTS Assay for Inhibitors of RGS12 GoLoco Motif Activity (Red Fluorophore); AID 880, 2007; hit rate 0.44% among 230,000; Potency, µM (doses to about 61.6 µM), for inactives: top-dose activity, negative = inhibition, hits mostly inhibitors; Guanine nucleotide-binding protein G(i) subunit alpha-1 (Homo sapiens), P63096; Gai1:RGS12 GoLoco peptide FP, rhodamine, 10 min; active = well fitted inhibition curve with a large enough effect, not every such curve was filed as active; inactive = no such curve, though single readings can be large or run the other way; also: nearly all actives have a fitted effect of over 30% in size; many of its hits are not listed in these tables
TRb-SRC2 inh: qHTS for Inhibitors of the Interaction of Thyroid Hormone Receptor and Steroid Receptor Coregulator 2; Thyroid hormone receptor beta (Homo sapiens), P10828; TRbeta-SRC2 peptide binding, fluorescence polarization; receptor liganded with 1 µM T3; Potency, µM (highest dose often 106 µM), inactives show at the highest dose activity change, negative = inhibition, actives largely listed as inhibitors; hit rate 0.065% among 280,000;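 also: plate controls were bound peptide for no effect and peptide without receptor for full effect; nearly all actives have a fitted effect of over 50% in size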
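Human TRb ligand-binding domain (0.6 uM) is mixed with 20 nM Texas Red SRC2 peptide and 1 uM T3; after compound addition and 5 hr at ambient temperature, polarization is measured and normalized to unbound and bound controls.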
KDM4E inh: qHTS Assay for Inhibitors of Human Jumonji Domain Containing 2E (JMJD2E) | Lysine-specific demethylase 4E (Homo sapiens), B2RXH2 | JMJD2E catalytic domain, FDH-coupled NADH fluorescence (FDH is formaldehyde dehydrogenase) | Potency, µM (top dose mostly 57.1 µM), for the others: at the highest dose activity change, negative = inhibition, hits mostly inhibitors | hit rate 1.6% among 230,000; active = well fitted inhibition curve with a large enough effect, not every such curve was filed as active; inconclusive = small, poorly fitted or top-dose-only effect, or another doubt; inactive = no such curve, though single readings can be large or run the other way;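 also: 0% = wells with enzyme and -100% = buffer wells without enzyme; nearly all actives have a fitted effect of over 50% in size; many of its hits are not listed in these tables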
RECQ1 helicase: qHTS Assay for Inhibitors of RecQ-Like Dna Helicase 1 (RECQ1). ATP-dependent DNA helicase Q1 (Homo sapiens), P46063. RECQ1 DNA unwinding, red fluorescence kinetic read. Potency, µM (highest dose often 57.3 µM), for the others: at the highest dose activity, negative = inhibition, usual class: inhibitors. hit rate 0.54% among 240,000. AID 2549, 2010;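 also: plate controls were vehicle for no effect and no enzyme for full effect; nearly all actives have a fitted effect of over 30% in size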
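RECQ1T1 50 nM; forked duplex (20 bp + 30-nt ss tails) 200 nM, ATP 2 mM final; pH 8.0, 2 mM MgCl2, 2.5 ug/ml poly(dI-dC); 15 min compound preincubation; discontinuous kinetic read over 2 h at RT.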
Tau ThT inhib: qHTS for Inhibitors of Tau Fibril Formation, Thioflavin T Binding | hit rate 2.1% among 270,000 | recombinant tau K18 P301L (four-repeat tau fragment), heparin-induced fibrillization, ThT fluorescence | AID 1460, 2008 | Potency, µM (top dose mostly 57.4 µM), for the others: at the highest dose activity, negative = inhibition, most hits filed as inhibitors; also: nearly all actives have a fitted effect of over 55% in size
Target sequence (P10636 561-689 P618L limits assumed): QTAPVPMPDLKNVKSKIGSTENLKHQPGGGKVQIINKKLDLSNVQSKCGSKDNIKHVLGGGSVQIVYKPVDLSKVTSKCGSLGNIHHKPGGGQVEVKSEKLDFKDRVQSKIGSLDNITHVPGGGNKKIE
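Tau K18 P301L fragment (15 uM unlabeled plus 0.24 uM Alexa 594-labeled) in 100 mM sodium acetate pH 7 with compound, fibrillization induced by 20 uM heparin for 6 hr at 37 C. Thioflavin T (30 uM) added, fluorescence read after 1 hr (ex 450, em 510 nm).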
TR SRC2 fluor cs: Total Fluorescence Counterscreen for Inhibitors of the Interaction of Thyroid Hormone Receptor and Steroid Receptor Coregulator 2 | TRb/SRC2 Texas Red total fluorescence interference | Potency, µM (highest dose often 106 µM), without a hit: at the top dose fluorescence change, negative = quenching | hit rate 0.29% among 280,000 | AID 1479, 2009; active = well fitted curve in either direction with a large enough effect; inconclusive = small, poorly fitted or top-dose-only effect
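Human TRb ligand-binding domain at 0.6 uM with 20 nM Texas Red SRC2 peptide in Tris buffer containing 1 uM T3 and 5% DMSO, incubated with compound 5 h at ambient temperature. Total fluorescence (555/632 nm) calculated as parallel + 2 × perpendicular.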
L3MBTL1 block: qHTS Assay for the Inhibitors of L3MBTL1 | AlphaScreen L3MBTL1–H3K9me1 peptide binding | AID 485360, 2010 | Potency, µM (highest dose often 57.1 µM), inactives show top-dose activity, negative = inhibition, hits mostly inhibitors | hit rate 0.66% among 230,000; also: nearly all actives have a fitted effect of over 60% in size
Target sequence (Q9Y468 whole entry, looked up): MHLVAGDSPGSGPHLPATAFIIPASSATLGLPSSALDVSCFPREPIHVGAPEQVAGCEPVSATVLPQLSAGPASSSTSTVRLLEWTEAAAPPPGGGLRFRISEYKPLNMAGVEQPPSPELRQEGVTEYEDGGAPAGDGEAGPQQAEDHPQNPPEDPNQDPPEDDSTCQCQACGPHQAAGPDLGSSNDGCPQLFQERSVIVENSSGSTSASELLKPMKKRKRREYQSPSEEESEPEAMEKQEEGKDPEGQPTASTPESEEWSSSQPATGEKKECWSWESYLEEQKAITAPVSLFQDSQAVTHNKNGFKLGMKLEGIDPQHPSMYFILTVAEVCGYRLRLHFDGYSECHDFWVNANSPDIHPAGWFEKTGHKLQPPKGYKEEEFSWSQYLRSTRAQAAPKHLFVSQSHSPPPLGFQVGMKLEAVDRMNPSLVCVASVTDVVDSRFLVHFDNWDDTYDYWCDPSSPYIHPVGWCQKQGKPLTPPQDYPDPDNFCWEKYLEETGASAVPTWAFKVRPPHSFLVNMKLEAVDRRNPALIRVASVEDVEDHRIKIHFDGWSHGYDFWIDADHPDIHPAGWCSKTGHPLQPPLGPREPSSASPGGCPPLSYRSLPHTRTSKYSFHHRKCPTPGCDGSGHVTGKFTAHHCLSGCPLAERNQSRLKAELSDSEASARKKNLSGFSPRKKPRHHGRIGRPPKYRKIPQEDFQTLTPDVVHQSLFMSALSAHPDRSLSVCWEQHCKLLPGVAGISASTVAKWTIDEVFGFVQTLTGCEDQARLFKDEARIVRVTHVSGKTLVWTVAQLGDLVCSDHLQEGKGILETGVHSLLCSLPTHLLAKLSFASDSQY
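AlphaScreen assay: L3MBTL1 (50 nM final) was preincubated 30 min at room temperature with biotinylated H3(1-15)K9me1 peptide (75 nM final), then 30 min with library compounds; streptavidin donor and nickel chelate acceptor beads (10 ug/mL final) added, 30 min dark.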
Tau FP inhib: qHTS for Inhibitors of Tau Fibril Formation, Fluorescence Polarization; K18 P301L tau heparin fibrillization, Alexa594 FP, 6 h; Potency, µM (highest dose often 57.7 µM), for inactives: top-dose activity, negative = inhibition, actives largely listed as inhibitors; hit rate 0.39% among 280,000; also: nearly all actives have a fitted effect of over 55% in size
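Human tau K18 […] P301L fragment, 15 uM unlabeled plus 0.24 uM Alexa 594-labeled tau (final), with compound and 20 uM heparin in 100 mM sodium acetate pH 7; 6 hr at 37 C, then Alexa 594 FP read.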
The depositor's hits bear a star; i = inactive; ? = inconclusive; nt = not tested or not shown; [ ] = dose if it differs, or a comment. Unless noted, calls follow the shape of the dose curve; as a rule, active = well fitted curve in the direction sought with a large enough effect; inconclusive = small, poorly fitted or top-dose-only effect, or another doubt; inactive = no such curve, though single readings can be large; an effect the other way counts as inactive or inconclusive. Unless noted, % is scaled to controls: 0 for no effect and ±100 for the full control effect; potency is read from the fitted curve at half-maximal effect.

Results follow in this order: GoLoco inh red	TRb-SRC2 inh	KDM4E inh	RECQ1 helicase	Tau ThT inhib	TR SRC2 fluor cs	L3MBTL1 block	Tau FP inhib
1	CCOC(=O)c1c(NC(=O)C2=C(C)NC(=S)NC2c2ccc(F)cc2F)sc(C)c1C (stereo not given)
 : -6.1%	-8.4%	?	-14.9%	-12.0%	6.3%	13.1%	4.9%
2	Cc1onc2c(=O)n(-c3ccccc3)nc(-c3ccccc3)c12
 : 8.8%	8.4%	7.0%	-4.1%	-7.8%	-3.9%	-4.1%	2.8%
3	CCOC(=O)N1CCC(NC(=O)c2cc(C(=O)NCc3ccc(F)cc3)ccc2CO)CC1
 : -5.7%	2.3%	0.0%	10.2%	3.0%	-6.6%	nt	4.3%
4	Cc1ccc(S(=O)(=O)c2nc(Nc3ccccc3N3CCOCC3)sc2Cl)cc1
 : -1.5%	-4.9%	-13.5%	i	10.4%	-7.7%	32.2%[activator]	6.9%
5	CCCN1C(=O)/C(=C/c2nc3ccccc3c(=O)[nH]2)c2ccccc21
 : 4.1%	0.7%	?	-7.4%	?	0.9%	-17.6%	6.7%
6	C[Si](C)(C/C=C/CC[C@H](O)C1=CCCCC1=O)c1ccccc1
 : -1.2%	5.6%	5.7%	i	0.8%	-3.7%	nt	-8.0%
7	Cc1cc(OC(C)C)nc(-c2ccccc2O)n1
 : 8.2%	-2.8%	5.0%	i	?	-1.6%	nt	?
8	CC(C)(C)OC(=O)NCCCC1=CC2=CC(=O)C(C)(OC(=O)c3cccs3)C(=O)C2=CO1 (stereo not given)
 : 39.5%[activator]	5.6%	-4.5%	10.8%	5.1%	-4.3%	nt	3.7%
9	O=C(NCCc1c[nH]c2ccccc12)c1cncc(Br)c1
 : -9.7%	-7.5%	2.6%	-4.7%	-12.8%	1.2%	nt	11.7%
10	CCO[C@@H]1OC(C(=O)O)=C[C@H](c2ccc(C(F)(F)F)cc2)[C@H]1CCCO
 : 5.3%	-6.0%	10.4%	-11.0%	0.1%	-1.6%	23.6%	10.4%
11	CCOc1cc(C(=O)Nc2ccc(F)cc2)cc(Br)c1OC
 : -6.0%	4.2%	4.2%	-11.9%	5.4%	1.3%	10.9%	?
12	CC(C)C(=O)Nc1ccc(C(=O)NNC(=O)CCCOc2ccc(Cl)cc2Cl)cc1
 : -2.7%	-1.1%	3.5%	-4.4%	-2.8%	-1.4%	-2.9%	-10.7%
13	COc1ccccc1NC(=O)N1CCN(c2ccc3nncn3n2)CC1
 : 0.2%	-4.2%	4.2%	-11.6%	-5.0%	-4.3%	8.0%	1.8%
14	COC(=O)c1c(SCC(=O)Nc2cc(F)ccc2F)[nH]c2ccc(C)cc2c1=O
 : nt	4.3%	nt	nt	7.08µM*	-1.3%	nt	-2.7%
15	CC(=O)c1c(C(C)=O)c(C)n(Cc2ccc3c(c2)OCO3)c1C
 : 2.8%	6.0%	3.5%	-0.4%	-6.5%	-5.7%	-13.6%	-0.1%

Along the list, as entered above.
Nos. 2 to 11 in TRb-SRC2 inh: 8.4%, 2.3%, -4.9%, 0.7%, 5.6%, -2.8%, 5.6%, -7.5%, -6.0%, 4.2%
Nos. 2 to 11 in RECQ1 helicase: -4.1%, 10.2%, i, -7.4%, i, i, 10.8%, -4.7%, -11.0%, -11.9%
Nos. 2 to 11 in Tau ThT inhib: -7.8%, 3.0%, 10.4%, ?, 0.8%, ?, 5.1%, -12.8%, 0.1%, 5.4%

(continued)
Results follow in this order: GoLoco inh red	TRb-SRC2 inh	KDM4E inh	RECQ1 helicase	Tau ThT inhib	TR SRC2 fluor cs	L3MBTL1 block	Tau FP inhib
16	Cc1ccc2oc(=O)c(/C=C(\O)c3ccco3)nc2c1
 : 166.2%[activator]	4.4%	?	15.5%	-24.1%	1.7%	-8.8%	-9.0%
17	CCCCOC(=O)Nc1nnc(CC)s1
 : -8.1%	1.4%	0.2%	i	2.9%	1.8%	nt	-0.7%
18	COCCCNC(=S)N(Cc1ccccc1)Cc1ccc(F)cc1
 : 3.0%	5.7%	-4.9%	i	-3.9%	-2.3%	-22.2%	4.1%
19	COc1ccc2cc(CCNC(=O)C(C)(C)C)c(=O)[nH]c2c1
 : -1.0%	-4.6%	?	-0.6%	-1.7%	-2.2%	16.5%	-7.8%
20	CN(C)c1cccc(N(C)C)c1CNC(=O)C(C)(C)C
 : 0.6%	-9.3%	2.5%	i	-3.3%	0.3%	-9.8%	-0.8%
21	Cc1ccccc1N1CCN(S(=O)(=O)C[C@]23CCC(CC2NC(=O)[C@@H](N)CCS(C)(=O)=O)C3(C)C)CC1 (stereo not given in full)
 : -5.3%	-0.4%	-0.9%	30.4%[activator]	-15.7%	-4.0%	-5.0%	-0.3%
22	CCOC(=O)C(=O)N1CCC(C(=O)OC)CC1
 : 13.4%	8.7%	-3.1%	26.2%	-0.1%	-0.7%	-0.2%	9.1%
23	Cn1ncc2c(=O)[nH]cnc21
 : -3.6%	-2.2%	-1.7%	14.6%	3.6%	2.2%	-1.2%	3.4%
24	Cc1nn(Cc2ccccc2Cl)c2sc(C(=O)NC(C)(C)C)cc12
 : -0.7%	-1.2%	2.9%	2.0%	-14.1%	-1.8%	nt	1.2%
25	COC(=O)c1cc(NC(=O)Cn2nc(-c3ccc(C)c(C)c3)ccc2=O)cc(C(=O)OC)c1
 : nt	-7.2%	nt	nt	22.2%	7.3%	nt	-8.2%
26	CC(C(=O)N1CCN(c2ccccc2)CC1)N1C(=O)C2CC=CCC2C1=O (stereo not given)
 : -8.3%	6.2%	7.0%	i	-2.9%	-1.2%	10.7%	4.7%
27	COc1ccc(C(CC(=O)Nc2ccc(Br)cn2)N2Cc3ccccc3C2=O)cc1 (stereo not given)
 : nt	2.4%	nt	nt	?	-0.7%	nt	-0.4%
28	CCOC(=O)c1cc2c(=O)n3ccccc3nc2n(C(C)C)c1=NC(=O)c1cc2ccccc2o1
 : nt	-3.7%	nt	nt	-17.6%	-0.3%	nt	-0.6%
29	CCCCC1=CC2=CC(=O)C(C)(OC(=O)CC)C(=O)C2=CN1C(CO)CO (stereo not given)
 : -8.9%[14.2 µM]	6.1%[11.2 µM]	?	-15.9%[11.5 µM]	0.7%[11.5 µM]	-1.4%[11.2 µM]	nt	-0.7%[11.6 µM]
30	COc1cc2c(C(=O)NCc3ccc4c(c3)OCO4)cn(C)c(=O)c2cc1OC
 : 1.9%	-9.1%	-9.6%	-8.1%	-2.5%	-1.4%	5.6%	-7.1%

The closing 3 entries of the part above are carried over, then new ones follow:
Results follow in this order: GoLoco inh red	TRb-SRC2 inh	KDM4E inh	RECQ1 helicase	Tau ThT inhib	TR SRC2 fluor cs	L3MBTL1 block	Tau FP inhib
28	CCOC(=O)c1cc2c(=O)n3ccccc3nc2n(C(C)C)c1=NC(=O)c1cc2ccccc2o1
 : nt	-3.7%	nt	nt	-17.6%	-0.3%	nt	-0.6%
29	CCCCC1=CC2=CC(=O)C(C)(OC(=O)CC)C(=O)C2=CN1C(CO)CO (stereo not given)
 : -8.9%[14.2 µM]	6.1%[11.2 µM]	?	-15.9%[11.5 µM]	0.7%[11.5 µM]	-1.4%[11.2 µM]	nt	-0.7%[11.6 µM]
30	COc1cc2c(C(=O)NCc3ccc4c(c3)OCO4)cn(C)c(=O)c2cc1OC
 : 1.9%	-9.1%	-9.6%	-8.1%	-2.5%	-1.4%	5.6%	-7.1%
31	CN(C(=O)COC(=O)/C=C/c1ccc(S(=O)(=O)N2CCc3ccccc32)cc1)C1CCS(=O)(=O)C1 (stereo not given)
 : 15.6%	-8.6%	8.4%	i	8.1%	2.1%	-1.5%	1.9%
32	Cc1ccc(Cl)cc1N1CCN(C(c2ccc(C#N)cc2)c2nnnn2C2CCCC2)CC1 (stereo not given)
 : 8.8%	-14.1%	-5.1%	-8.9%	-8.2%	0.7%	-8.5%	-8.2%
33	C/C(=N\NC(=O)Cc1c(C)[nH][nH]c1=O)c1cccc(Br)c1
 : 7.5%	-3.8%	5.0%	i	11.0%	-6.2%	nt	5.9%
34	CCOc1cc2[nH]c(=S)n(Cc3ccc(C(=O)NCCOC)cc3)c(=O)c2cc1OCC
 : 9.9%	-0.6%	-1.8%	-9.2%	-0.6%	-0.9%	nt	-10.1%
35	CC(C)(C)c1cc[n+](-c2nc([O-])sc2C=O)cc1
 : 1.7%	6.4%	5.9%	-7.3%	-9.0%	0.2%	3.2%	-10.4%
36	COCCN(C(=S)Nc1ccc(C)cc1C)C(C)c1cccs1 (stereo not given)
 : 2.2%	3.5%	3.1%	-0.8%	-4.1%	-1.4%	nt	-0.1%
37	CCOc1ccc(S(=O)(=O)NCc2ccc(F)cc2)c2cccnc12
 : -4.5%	5.8%	?	-1.7%	1.4%	-3.8%	-3.9%	3.6%
38	CCOC(=O)c1c(S(=O)(=O)N2CCN(c3ccccc3OC)CC2)c(C)n(C)c1C
 : nt	-4.2%	nt	nt	-3.5%	-3.4%	nt	-1.4%
39	CCOc1ccc(C(=O)NC(C(=O)NCc2ccccn2)C(C)C)cc1 (stereo not given)
 : -5.2%	-1.3%	3.7%	-8.6%	1.0%	-3.5%	nt	5.6%
40	COc1ccccc1NC(=O)CSc1ncnc2c1oc1ccccc12
 : nt	-8.7%	-0.6%	-3.4%	-2.0%	-0.4%	0.3%	?
41	Nc1nc(NCCCN2CCOCC2)nc(Nc2ccc(Cl)cc2)c1[N+](=O)[O-]
 : 10.1%	-3.9%	5.3%	-5.0%	-18.9%	-1.0%	-9.5%	-18.5%

Only part of the results is shown; rates above refer to the full screens.
